Compound activity (PubChem BioAssay)
NTR1 ag = NTR1-driven beta-arrestin-GFP spot formation – imaging, U2OS cells, high content, primary screen (AID 493036); agonist mode; actives 0.17% (n = 330,000); activation, % at 20 µM; P30989;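 active = activation at or above 40% of the spot to cytoplasm intensity ratio, with at least 20 cells analyzed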;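 also: 0% = DMSO without peptide and 100% = 100 nM NTR1 peptide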
Target sequence (P30989 whole entry, looked up): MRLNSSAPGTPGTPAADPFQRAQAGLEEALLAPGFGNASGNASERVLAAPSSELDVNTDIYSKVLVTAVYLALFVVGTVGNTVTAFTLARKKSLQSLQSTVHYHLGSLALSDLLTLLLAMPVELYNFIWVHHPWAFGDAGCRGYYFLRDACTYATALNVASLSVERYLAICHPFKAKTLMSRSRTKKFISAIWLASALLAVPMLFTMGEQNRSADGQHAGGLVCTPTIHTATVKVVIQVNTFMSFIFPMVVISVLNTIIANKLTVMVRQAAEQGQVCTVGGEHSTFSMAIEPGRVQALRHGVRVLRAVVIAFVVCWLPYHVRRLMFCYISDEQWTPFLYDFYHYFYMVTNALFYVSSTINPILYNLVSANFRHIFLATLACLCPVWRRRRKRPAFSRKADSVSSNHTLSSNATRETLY
HIV peptide binding = cell-free HIV fusion peptide-binding blockers – biochemical, uHTS, fluorescence dequenching, primary screen (AID 1986); actives 0.3% (n = 290,000); inhibition, % at 20 µM; hits with a dose series show IC50 in µM; cell-free peptide binding, fluorescence dequenching, 30 min; higher % means a stronger effect; in the data active = inhibition mostly above about 52%, no sharp cut-off; inactive = mostly below about 76%; also: some results filed as inactive read as strong as hits
GPR35 arrestin U2OS = GPR35 antagonists blocking zaprinast-driven arrestin recruitment, primary screen, imaging, U2OS, beta-arrestin-GFP, zaprinast agonist (AID 2058) | U2OS GPR35 beta-arrestin-GFP translocation imaging, zaprinast antagonism; higher % means a stronger effect | inhibition, % at 10 µM, or IC50 in µM where a hit was titrated | actives 0.052% (n = 290,000);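 active = inhibition of at least 50% with at least 30 cells and total cytoplasm GFP at most 10,000,000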
GPR55 LPI antagonism = GPR55 antagonists blocking LPI-driven arrestin recruitment, primary screen, imaging, U2OS, beta-arrestin-GFP, LPI agonist (AID 2013) | U2OS GPR55 beta-arrestin-GFP translocation imaging, LPI antagonism; higher % means a stronger effect | one-dose inhibition, % at 10 µM; IC50 in µM for titrated hits | actives 0.13% (n = 290,000);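 active = spots per cell inhibited over 60%, with over 100 cells counted and total cytoplasm intensity under 500,000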;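 also: U2OS cells stably carrying GPR55 and arrestin-GFP stimulated by 5 µM LPI near EC80; imaged beta-arrestin-GFP aggregate spots per cell after agonist stimulation; plate controls were LPI-stimulated DMSO wells for no effect and DMSO wells without LPI for full effect; some results filed as inactive read as strong as hits; confirmed hits need IC50 under 10 µM and bright autofluorescent wells are also inconclusive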
Dengue-2 NS5 capping = flavivirus cap methylation enzyme inhibition – biochemical, confirmation dose response, primary screen (AID 588689). Dengue-2 NS5 methyltransferase capping enzyme assay, biochemical; higher % means a stronger effect. actives 0.3% (n = 340,000). inhibition, % at 25 µM, or IC50 in µM where a hit was titrated; in the data active = a potency from the dose series
Siah-1 displacement = blockers of Siah-1 interaction with plectin peptide – biochemical, fluorescence polarization, rhodamine-plectin, uHTS, primary screen (AID 1817); Siah-1 / rhodamine-plectin peptide fluorescence polarization; higher % means a stronger effect; displacement, % at 20 µM; hits with a dose series show IC50 in µM; actives 0.02% (n = 290,000);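 active = displacement of at least 50% at 20 µM, with a fluorescence ratio check between 0.3 and a set limit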;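 also: plate controls were Siah plus tracer with DMSO for no effect and tracer alone without Siah for full effect; strong numbers were not always called active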
K1F lysis inhibition = protection from phage-mediated lysis, alamar blue read-out – E. coli UTI89, K1F phage, bacterial capsule biogenesis inhibitors (AID 488966). E. coli UTI89 K1F phage lysis, alamar blue, 2 h; higher % means a stronger effect. actives 0.02% (n = 340,000). inhibition, % at 100 µM, or IC50 in µM where a hit was titrated;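 active = phage lysis inhibition, versus mean bacterial control, above a set limit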;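 also: capsule biogenesis inhibitors block K1F phage lysis so surviving cells raise fluorescence; higher fluorescence means more inhibition of phage lysis; actives were called in the ten point dose series up to 300 µM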
GPR55 beta-arrestin = selective activators of receptor GPR55 – imaging, U2OS cells, beta-arrestin-GFP redistribution, primary screen (AID 1961) | actives 0.048% (n = 290,000) | activation, % at 10 µM, or EC50 in µM where a hit was titrated | U2OS GPR55 beta-arrestin-GFP redistribution imaging; higher % means a stronger effect;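 active = activation above 40% with more than 50 cells counted in the well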;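 also: U2OS osteosarcoma cells stably expressing GPR55 and beta-arrestin-GFP; plate controls were DMSO negative control for no effect and LPI positive control for full effect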
AID2073 = disruptors of CaV2.2 binding to Mint1 – biochemical, HTRF (AID 2073) | HTRF protein-protein interaction, Mint1-CaV2.2; higher % means a stronger effect | inhibition, % at 20 µM, or IC50 in µM where a hit was titrated | actives 0.19% (n = 290,000); in the data active = inhibition mostly above about 51%, no sharp cut-off; also: some results filed as inactive read as strong as hits
NTR1 ag cell count 20 µM = recorded beside NTR1 ag, whose call it bears; cell count; measured here: cell count, cytotoxicity flag
Dengue-2 NS5 capping pilot replicate = second read-out of Dengue-2 NS5 capping, no call of its own (marks repeat the call); inhibition, %; measured here: pilot screen replicate inhibition
* hit, by the source's call; i = inactive; . = not tested or not shown; [ ] = remark or other dose.

SMILES | NTR1 ag | NTR1 ag cell count 20 µM | HIV peptide binding | GPR35 arrestin U2OS | GPR55 LPI antagonism | Dengue-2 NS5 capping | Siah-1 displacement | K1F lysis inhibition | GPR55 beta-arrestin | AID2073 | others
O=C1NC(=O)C2(Cc3cc([N+](=O)[O-])ccc3N3CCN(C(=O)c4ccccc4)CC32)C(=O)N1 (configuration not stated) | 1.6 | 51 | -0.5% | 5% | -5% | -4% | 2% | 0.2% | -0.1% | 8%
C#CC1(OC(=O)c2ccccc2)CC(C)N(C)CC1C (configuration not stated) | -0.9 | 59 | 0.4% | -2% | -4% | 9% | 3% | -0.8% | 0.4% | -3%
CC1=CC(=O)NP(=O)(Oc2ccc3ccccc3c2)N1 (configuration not stated) | 1.0 | 37 | -0.7% | 5% | 8% | 1% | 4% | -1.2% | -0.2% | 23%
O=S1(=O)N(Cc2ccc(F)cc2)CCCN1Cc1ccccc1Cl | 4.6 | 86 | 1.5% | 2% | 5% | 1% | 7% | -0.3% | -0.1% | 7%
Cc1ccc(-c2nn(Cc3ccccc3)cc2C=O)cc1 | -0.5 | 54 | 4.2% | -8% | 10% | -7% | -2% | 4.4% | -0.2% | 28%
Cc1ccc2c(c1)CC1(CN2C)C(=O)NC(=O)N(C(C)C)C1=O (configuration not stated) | -2.2 | 12 | 2.9% | -3% | -1% | 6% | 4% | -0.3% | -0.2% | 2%
O=c1cccc2n1CC1CC2CN(S(=O)(=O)c2cc(Cl)ccc2Cl)C1 (configuration not stated) | -0.6 | 55 | 1.7% | -5% | 6% | 5% | 5% | -1.4%[50 µM] | 0.3% | 0%
Cc1nn(Cc2ccc(Cl)cc2Cl)c(Cl)c1C(=O)NC1CCCc2ccccc21 (configuration not stated) | 2.6 | 43 | -1.4% | 7% | 12% | 2% | -3% | 2.4% | -0.4% | -7%
CN(C)C(Cc1ccc(C#N)cc1)C(=O)c1ccccc1 (configuration not stated) | 0.9 | 79 | 0.7% | -6% | 10% | -6% | 6% | 0.8%[50 µM] | -0.1% | 1%
Cc1ccc(-c2nc(N(C)C3CCN(C)CC3)c3ccccc3n2)cc1 | 2.4 | 65 | 0.0% | 8% | 21% | 2% | 3% | 7.2% | -0.1% | 6%
CNC(C)Cc1ccccc1Sc1ccc(O)cc1 (configuration not stated) | 0.3 | 44 | 1.6% | 4% | . | -1% | 10% | 0.4% | -0.1% | -6%
COc1nc2ccccc2nc1N1CCN(C)CC1 | 0.7 | 82 | -0.6% | -3% | 3% | -2% | 0% | -1.2%[50 µM] | 0.0% | 14%
CCc1c(C(=O)NN2C(=O)C3C4CCC(O4)C3C2=O)csc1C (configuration not stated) | 0.3 | 40 | -1.5% | 2% | 10% | -5% | 3% | 1.7% | 1.6% | 6%
CCOC(=O)N(CC)c1ccc(C(O)(C(=O)OC)C(F)(F)F)cc1 (configuration not stated) | 0.5 | 64 | 1.2% | 2% | 3% | -8% | 0% | 0.0% | -0.1% | 4%
CCN(CC(=O)Nc1ccc(C#N)c(Cl)c1)CC(=O)NC(C)(C)C | 0.4 | 67 | 2.6% | -5% | 8% | -10% | 0% | -0.3% | 1.3% | -7%
COc1ccc(CC(C)Nc2cccc(F)c2)cc1 (configuration not stated) | 0.4 | 70 | 1.1% | 8% | 1% | -9% | 0% | i | -0.1% | -2%
COc1c(C)cc(C(=O)C2CCCN(Cc3cccc(C)n3)C2)cc1C (configuration not stated) | 1.6 | 74 | 1.0% | 0% | 3% | 5% | 3% | 0.0% | 0.5% | 9%
c1csc(CN2CCNCC2)c1 | 1.1 | 75 | 2.7% | 4% | 16% | -5% | 0% | 0.1% | -0.2% | -4%
O=c1c2ccccc2nc(-c2ccoc2)n1-c1ccccc1Cl | -2.1 | 54 | -0.2% | 1% | 0% | -1% | -5% | 8.6% | 0.2% | 6%
CCC(=NC1CC1)c1c(O)n(C2CCCCC2)c(=O)[nH]c1=O | 1.2 | 93 | 1.6% | -13% | -2% | 2% | -2% | 0.1% | 0.0% | 6%
CCCCCCCCCOc1ccc2[nH]cc(CCN)c2c1 | . | . | 3.1% | -6% | 30% | . | -4% | . | -0.5% | 9%
Cc1ccc(-c2nc3ccccc3c(=O)n2-c2cccnc2)cc1 | 0.0 | 59 | -1.0% | 9% | -11% | -1% | 2% | 9.9% | 0.2% | -3%
CC1(C)C[C@H]2C=C(C=O)[C@]3(C=O)C[C@]3(C)[C@H]2C1 | 2.2 | 9 | 7.3% | 39% | -10% | -6% | -2% | -1.6% | <0.5µM* | 4%
Cc1cc(NC(=O)COC(=O)c2c(C)nn(Cc3ccccc3Cl)c2C)no1 | -0.6 | 48 | 1.9% | 4% | 23% | -5% | 4% | -0.6% | -0.1% | -2%
C/C(=N\N1CCCCCC1)c1c(O)n(-c2ccc(C)cc2)c(=O)[nH]c1=O | 3.7 | 87 | 4.4% | -14% | 6% | -17% | 2% | 0.1% | 0.1% | -6%

The list goes on; it opens with the 4 that closed the last part.
SMILES | NTR1 ag | NTR1 ag cell count 20 µM | HIV peptide binding | GPR35 arrestin U2OS | GPR55 LPI antagonism | Dengue-2 NS5 capping | Siah-1 displacement | K1F lysis inhibition | GPR55 beta-arrestin | AID2073 | others
Cc1ccc(-c2nc3ccccc3c(=O)n2-c2cccnc2)cc1 | 0.0 | 59 | -1.0% | 9% | -11% | -1% | 2% | 9.9% | 0.2% | -3%
CC1(C)C[C@H]2C=C(C=O)[C@]3(C=O)C[C@]3(C)[C@H]2C1 | 2.2 | 9 | 7.3% | 39% | -10% | -6% | -2% | -1.6% | <0.5µM* | 4%
Cc1cc(NC(=O)COC(=O)c2c(C)nn(Cc3ccccc3Cl)c2C)no1 | -0.6 | 48 | 1.9% | 4% | 23% | -5% | 4% | -0.6% | -0.1% | -2%
C/C(=N\N1CCCCCC1)c1c(O)n(-c2ccc(C)cc2)c(=O)[nH]c1=O | 3.7 | 87 | 4.4% | -14% | 6% | -17% | 2% | 0.1% | 0.1% | -6%
COc1ccc(CCNCc2ccc(OC)c(OC)c2OC)cc1 | -0.2 | 41 | -1.1% | 7% | 7% | -5% | -3% | -1.5% | -0.2% | -2%
O=C1c2ccccc2C2(c3ccc(Cl)cc3)NCCN12 (configuration not stated) | -0.8 | 63 | 0.7% | -14% | 9% | -2% | 3% | -0.5% | -0.3% | -8%
O=C(Nc1cccc(OC(=O)N2CCOCC2)c1)N1CCOCC1 | 0.2 | 78 | 0.4% | 4% | 0% | -2% | 2% | 0.4% | -0.1% | -3%
CN1CCN(c2ccc(C(F)(F)F)cc2N)CC1 | 1.1 | 51 | -1.5% | 11% | 6% | 7% | 0% | -0.2% | -0.3% | -1%
O=C1NC(=O)N(CCC2=CCCCC2)C(=O)/C1=C/c1ccc(O)cc1 | -0.7 | 78 | 20% | -1% | 0% | 16% | -1% | 0.2% | -0.1% | 14%
Cn1cc[n+](C)c1P(=S)(c1ccccc1)c1ccccc1 | 2.1 | 48 | 0.6% | -7% | 14% | -4% | 4% | 0.7% | -0.1% | 9%
CCOc1cc(CNC(C)C(O)c2ccccc2)cc(Cl)c1OCC (configuration not stated) | 2.2 | 47 | -1.2% | -6% | 13% | -1% | -3% | 8.0% | 0.3% | -8%
C=C1CC[C@@]2(O)[C@H]3Cc4ccc(O)c5c4[C@@]2(CCN3CC2CC2)[C@H]1O5 | -0.5 | 57 | 1.2% | -6% | -9% | . | 2% | . | 0.5% | -2%
O=C(c1ccccc1)N1CCC2(CC1)OCCO2 | 0.4 | 52 | 0.6% | -1% | 12% | -1% | 6% | -0.5% | 0.3% | 5%
Cc1ccc2c(c1)=C/C(=C\c1c(O)[nH]c(=S)[nH]c1=O)C(=O)N=2 | -0.6 | 78 | 16% | 1% | 12% | . | -6% | . | -0.1% | 9.3µM*
COc1ccc(-n2c(O)c(C=NCCN3CCN(C(C)=O)CC3)c(=O)[nH]c2=S)cc1 | -1.9 | 86 | 1.3% | 2% | 6% | -8% | 2% | 0.6%[50 µM] | -0.1% | 4%
COc1cccc(C(=O)C2CCCN(Cc3ccccn3)C2)c1 (configuration not stated) | 0.5 | 72 | -0.6% | 6% | 0% | 10% | -3% | 0.3% | 0.0% | -4%
CC(C)N(CC#CCC1(O)c2ccccc2-c2ccccc21)C(C)C | 1.9 | 40 | 4.1% | -2% | -2% | 2% | 11% | 2.8% | -0.3% | 0%
Cc1ccc(N2C(=O)NC(=O)C3(Cc4ccccc4N4CCCC43)C2=O)cc1 (configuration not stated) | 0.2 | 70 | 22% | -5% | 11% | 10% | -3% | 0.4% | 0.3% | 5%
COc1cc2c(cc1OC)C(C(=O)N1CCC3(CC1)OCCO3)C(c1ccccc1F)N(C)C2=O (configuration not stated) | -0.7 | 88 | 1.1% | 10% | -4% | -2% | 5% | 2.9% | -0.5% | 14%
O=c1[nH]c(=S)[nH]c(O)c1N=Nc1cc2c(cc1[N+](=O)[O-])OCO2 | 0.3 | 53 | 5.3% | 0% | 6% | -6% | -4% | 2.4% | -0.6% | -10%
O=C1C2CCCC1C(N1CCCCC1)CC2 (configuration not stated) | -1.1 | 63 | -0.4% | -8% | 4% | -2% | 8% | -0.4% | -0.2% | 2%
CCCCCn1c(=O)c(C(=O)NCc2ccccc2Cl)c(O)c2ccccc21 | 1.3 | 66 | 0.7% | -3% | 11% | -1% | -4% | 0.3% | -0.1% | 6% | Dengue-2 NS5 capping pilot replicate=4.5
CC(C)OP(=O)(Oc1ccc(C(O)C(Cl)(Cl)Cl)cc1)OC(C)C (configuration not stated) | 1.5 | 37 | -0.6% | 3% | -1% | -4% | 14% | 0.5% | 0.4% | 28%
CCCCNc1ccncc1S(=O)(=O)NC(=O)NC(C)C | 1.0 | 58 | 0.6% | 6% | 2% | . | 10% | 0.4% | 0.4% | -14%
COC(=O)C(O)(c1ccc(NC(=S)NC(=O)c2ccccc2)cc1)C(F)(F)F (configuration not stated) | 6.2 | 62 | -2.7% | 0% | 16% | -7% | 2% | 2.1% | -0.1% | -5%

Molecules above that contain a cyano group, in the order listed:
SMILES | NTR1 ag | NTR1 ag cell count 20 µM | HIV peptide binding | GPR35 arrestin U2OS | GPR55 LPI antagonism | Dengue-2 NS5 capping | Siah-1 displacement | K1F lysis inhibition | GPR55 beta-arrestin | AID2073 | others
CN(C)C(Cc1ccc(C#N)cc1)C(=O)c1ccccc1 (configuration not stated) | 0.9 | 79 | 0.7% | -6% | 10% | -6% | 6% | 0.8%[50 µM] | -0.1% | 1%
CCN(CC(=O)Nc1ccc(C#N)c(Cl)c1)CC(=O)NC(C)(C)C | 0.4 | 67 | 2.6% | -5% | 8% | -10% | 0% | -0.3% | 1.3% | -7%

Only part of the results is shown; rates above refer to the full screens.
